# Compound activity (PubChem)
# Pf gamet viab: inhibitors of late stage P. falciparum gametocyte viability; P. falciparum stage V gametocytes, ATP luminescence, 24 h; inhibition, % at 10.9 µM; 150,000 tested, 0.065% active; AID 743093;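 active = inhibition above the mean plus 3 SD of compounds within the control limits, set per campaign, cut at about 38% in these data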;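 also: 0% = DMSO wells and 100% = medium only without gametocytes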
# Cdc42 wt GTP: changes GTP binding to wildtype human Cdc42 | P60953 | percent activity (GTP binding), % at 10 µM | 190,000 tested, 0.2% active | GST-Cdc42 beads, Bodipy-GTP binding, flow cytometry; actives lie on both sides | AID 761;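 active = percent activity GTP binding at least 20 points away from the 100% baseline, either down as inhibitor or up as activator; inconclusive = compound flagged as likely green fluorescent from well-wide comparison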;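 also: median bead fluorescence of bound Bodipy-FL-GTP at 100 nM; 0% = excess unlabeled GTP control and 100% = no compound control; below 100% means less GTP binding so inhibitor and above means activator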
# Target sequence (P60953 whole entry, looked up): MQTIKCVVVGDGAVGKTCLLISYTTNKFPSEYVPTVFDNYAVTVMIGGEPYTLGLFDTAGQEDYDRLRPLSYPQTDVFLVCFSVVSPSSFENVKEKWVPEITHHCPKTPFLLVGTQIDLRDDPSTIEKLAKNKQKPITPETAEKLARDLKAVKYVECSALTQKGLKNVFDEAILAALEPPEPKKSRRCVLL
# Avidin fluor: avidin bead compound fluorescence profile. Avidin beads, compound fluorescence 488/530 nm, flow cytometry; hits give high values. fluorescence (KMESF) at 10 µM. 220,000 tested, 0.38% active. AID 1775; in the data active = fluorescence above about 47; also: inactives centre near 10
# GSH fluor: compound fluoresces at 488/530 nm on GSH beads | GSH beads flow cytometry, compound fluorescence 488/530 nm; hits give high values | fluorescence (KMESF) at 10 µM | 190,000 tested, 0.25% active; in the data active = fluorescence above about 89;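 also: glutathione beads carrying GST-tagged Bcl family fusion proteins plus one bare bead set; values are compound well signal with DMSO vehicle wells as background; inactives centre near 16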
# Rab2 wt GTP: changes GTP binding to wildtype dog Rab2A, up or down. P61105. GST-Rab2 wt beads, Bodipy-GTP binding, flow cytometry. GTP binding activity, % at 10 µM. 190,000 tested, 0.19% active;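 active = GTP binding activity at least 20 points away from 100%, either lowered or raised; inconclusive = signal likely due to the compound's own green fluorescence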;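 also: 0% = beads with excess unlabeled GTP and 100% = no-compound control corrected for plate trend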
# Rac1 wt modul: modulators of human Rac1 wildtype GTP binding; P63000; GST-Rac1 beads, fluorescent GTP binding, flow cytometry; actives lie on both sides; 0 = cold GTP competed, 100 = untreated; GTP binding activity (% of control), % at 10 µM; 190,000 tested, 0.27% active;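 active = GTP binding activity at least 20 points away from the 100% control level, either lower or higher; inconclusive = compound flagged as likely green fluorescent, judged across all proteins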
# Rab7 wt modul: alters GTP binding to wildtype dog Rab7. GST-Rab7 beads, fluorescent GTP binding, flow cytometry; actives lie on both sides; untreated = 100%, excess cold GTP = 0%. GTP binding activity (percent of control), % at 10 µM. 190,000 tested, 0.055% active. AID 758;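 active = fluorescent GTP binding to Rab7 beads changed by at least 20 points from the 100% baseline, either direction, mostly lower; inconclusive = compound itself probably fluorescent, or too few beads counted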;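 also: median green fluorescence of bound Bodipy-FL-GTP per Rab7 bead population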
# Rac1 mut GTP: human Rac1 activated mutant GTP binding change; 190,000 tested, 0.11% active; percent activity (GTP binding), % at 10 µM; GST-Rac1 activated beads, fluorescent GTP binding, flow cytometry; actives lie on both sides; 100% means binding = to untreated wells;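 active = GTP binding at least 20 percentage points away from the 100% baseline, in either direction, so actives lie on both sides; inconclusive = Compound likely fluorescent itself, or too few beads counted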
# Mcl1-Noxa inh: Mcl-1/Noxa interaction inhibition; Q07820; TR-FRET Mcl-1/Noxa peptide binding, 2 h; inhibition, % at 21.7 µM; 220,000 tested, 1.5% active; AID 1022;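 active = compounds that cut the protein-peptide binding signal by more than 50% relative to plate controls in a single-dose test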;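 also: His-tagged Mcl-1 with rhodamine Noxa BH3 peptide and terbium anti-His antibody; 0% = Mcl-1 plus Noxa peptide wells and 100% = peptide-only wells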
# Target sequence (Q07820 whole entry, looked up): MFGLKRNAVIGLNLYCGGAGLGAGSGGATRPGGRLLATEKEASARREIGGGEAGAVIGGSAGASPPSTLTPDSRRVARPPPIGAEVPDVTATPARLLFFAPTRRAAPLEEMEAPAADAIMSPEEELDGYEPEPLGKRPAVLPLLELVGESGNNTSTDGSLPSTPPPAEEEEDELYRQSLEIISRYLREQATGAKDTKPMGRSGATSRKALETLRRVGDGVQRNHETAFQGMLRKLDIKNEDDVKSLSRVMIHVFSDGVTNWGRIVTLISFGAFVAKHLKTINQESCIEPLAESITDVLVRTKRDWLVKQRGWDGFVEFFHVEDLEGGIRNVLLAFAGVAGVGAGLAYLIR
# HRas wt GTP: changes GTP binding to wildtype human HRas | P01112 | 190,000 tested, 0.14% active | GST-Ras wt beads, Bodipy-FL-GTP binding, flow cytometry; actives lie on both sides | AID 759 | GTP binding activity, % at 10 µM;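 active = GTP binding activity at least 20% away from the 100% baseline, either lowered as inhibitor or raised as activator; inconclusive = flagged as likely green fluorescent, judged across all proteins in the well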;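 also: 0% = unlabeled GTP competition control and 100% = no-compound control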
# Target sequence (P01112 whole entry, looked up): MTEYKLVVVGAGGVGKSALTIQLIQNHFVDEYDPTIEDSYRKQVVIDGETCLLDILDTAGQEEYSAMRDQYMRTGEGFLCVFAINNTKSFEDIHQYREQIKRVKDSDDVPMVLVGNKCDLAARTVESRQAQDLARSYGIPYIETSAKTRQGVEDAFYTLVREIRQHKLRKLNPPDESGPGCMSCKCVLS
# Mcl1-Bid inh: disrupts binding of human Mcl-1 to Bid peptide. Q07820. TR-FRET Mcl-1/Bid-Dy647 peptide binding, 1536-well. inhibition, % at 21.7 µM. 220,000 tested, 0.97% active. AID 1021;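 active = compounds that cut the binding signal by more than half at the single screening dose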;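 also: His-tagged Mcl-1 with europium anti-His antibody binding Bid BH3 peptide; 0% = Mcl-1 plus peptide wells and 100% = peptide-only wells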
# Starred values were filed as active, the others as inactive; ? = inconclusive; / = no result given.
# Every second line gives: Pf gamet viab	Cdc42 wt GTP	Avidin fluor	GSH fluor	Rab2 wt GTP	Rac1 wt modul	Rab7 wt modul	Rac1 mut GTP	Mcl1-Noxa inh	HRas wt GTP	Mcl1-Bid inh
CC1Cc2nc(SCC(=O)c3ccccc3)n(Cc3ccccc3)c(=O)c2S1 (centres undefined)
→ /	100	7	26	99	102	99	97	6	100	-17
COc1cc(C2CC(c3cccnc3)=NN2c2ccc(F)cc2)cc(OC)c1OC (centres undefined)
→ -20	96	8	15	99	100	108	97	16	98	-35
CCOC(=O)CC(=O)CSc1nc2c(cc1C#N)CCCCCC2
→ -8	99	8	56	97	92	94	95	14	98	-34
CCOC(=O)N/N=C(/c1ccccc1)C1CCCCC1
→ -4	96	9	15	96	97	96	96	10	96	-27
COc1cc2c(cc1OC)CN(C(=S)Nc1ccccc1)CC2
→ /	104	36	15	101	104	99	100	-7	101	-34
Cc1nn(CC(=O)N2CCN(Cc3ccccc3)CC2)c(=O)c2ccccc12
→ /	94	23	11	96	93	91	95	10	94	-40
CN(C)c1ccc(-c2noc(C3CCN(S(=O)(=O)c4cccc(Cl)c4)CC3)n2)cc1
→ -11	104	31	20	99	109	100	99	13	101	-27
C/C(=N/NC(=O)c1sc(NS(=O)(=O)c2ccccc2)nc1C)c1ccc(F)cc1
→ -2	98	12	9	97	96	96	96	23	95	-8
Cc1csc(NC(=O)CSc2nnc(C)n2Cc2ccco2)n1
→ /	98	15	27	95	99	96	96	0	96	-13
CC(=O)NNc1nc(-c2ccccc2)cs1
→ -20	101	6	18	99	95	107	94	10	99	-17
COc1ccc(C2C(C(=O)N3CCCCC3)CCC(=O)N2c2cc(OC)c(OC)c(OC)c2)cc1 (centres undefined)
→ /	105	32	21	103	111	103	103	-12	103	3
O=C(Nc1nccs1)c1ccc(COc2ccccc2Cl)o1
→ 2	98	9	21	96	94	97	92	21	89	-11
O=C(CCn1nc(-c2ccc(Cl)cc2)c2ccccc2c1=O)NCC1CCCO1 (centres undefined)
→ /	102	10	42	101	109	104	99	-1	105	18
Cc1cc(C(=O)CSc2nnc(NCc3ccccc3)s2)c(C)n1C
→ /	100	10	23	98	104	99	100	21	100	-39
CC(C)(C)NCC(O)COCc1ccc(Cl)cc1 (centres undefined)
→ -13	101	12	36	99	107	101	96	16	101	-8
O=C(Nc1ccc(F)cc1)NC1(C(=O)NCc2ccc3c(c2)OCO3)CCCCC1
→ 2	99	3	17	96	102	97	99	15	99	5
CCCCn1nnc(N(C(=O)c2cccs2)C(=O)c2cccs2)n1
→ -6	97	10	23	99	104	104	96	31	99	-24
Cc1cc2n(n1)C(c1ccco1)Nc1ccccc1-2 (centres undefined)
→ -11	101	34	22	97	102	98	99	6	100	-16
C/C(=N\NC(=S)NCc1ccccc1)c1cccc(Br)c1
→ -2	92	11	11	93	96	95	91	8	96	-31
CCOc1ccccc1/C=C(/NC(=O)c1ccccc1)C(=O)N(CC)CC
→ 14	96	6	17	98	99	97	97	-2	97	5
Cc1oc2ccc(OC(=O)c3cccs3)cc2c1C(=O)OC(C)C
→ -19	98	6	24	95	97	91	97	-6	97	2
CCOC(=O)/C(C#N)=C1\CC2CCC1(C)C2(C)C (centres undefined)
→ -9	100	6	16	96	100	96	96	-4	98	-6
FC(F)(F)c1cccc(CN2CCC(c3cc(-c4cccs4)n[nH]3)CC2)c1
→ 3	97	24	12	99	101	101	94	22	98	-2
CCOC(=O)c1ccc(Nc2nnc(C(C)(C)C)c(=O)[nH]2)cc1
→ /	93	20	45	94	97	92	95	-7	95	-31
COc1ccc(C(C[N+](=O)[O-])c2c(C)cc3ccccn23)cc1 (centres undefined)
→ -27	95	19	10	95	98	97	95	0	97	-36
O=C(Cn1[nH]c(=O)c2ccccc2c1=O)OCC(=O)N(Cc1ccccc1)Cc1ccccc1
→ -34	101	9	27	100	100	102	98	27	97	9
CNc1ccc2nnc(C(F)(F)C(F)(F)C(F)(F)F)n2n1
→ 12	93	11	21	97	98	103	94	-4	101	-6
O=c1[nH]c(CS(=O)(=O)c2ccccc2)nc2ccccc12
→ -8	100	12	19	99	102	97	100	10	100	-13
CN(C)S(=O)(=O)c1ccc(NC(=O)Cc2ccc(S(=O)(=O)N3CCOCC3)s2)cc1
→ -6	97	10	14	98	98	94	94	36	94	-9
COCCNC(=S)Nc1ccc(Cl)c(Cl)c1
→ -13	94	7	15	99	96	105	94	7	96	-32

# Full records, looked up by structure. Screens in order: Pf gamet viab	Cdc42 wt GTP	Avidin fluor	GSH fluor	Rab2 wt GTP	Rac1 wt modul	Rab7 wt modul	Rac1 mut GTP	Mcl1-Noxa inh	HRas wt GTP	Mcl1-Bid inh
# CCCCn1nnc(N(C(=O)c2cccs2)C(=O)c2cccs2)n1 is listed as -6	97	10	23	99	104	104	96	31	99	-24
# CCOc1ccccc1/C=C(/NC(=O)c1ccccc1)C(=O)N(CC)CC is listed as 14	96	6	17	98	99	97	97	-2	97	5
# Cc1nn(CC(=O)N2CCN(Cc3ccccc3)CC2)c(=O)c2ccccc12 is listed as /	94	23	11	96	93	91	95	10	94	-40
# CCOC(=O)c1ccc(Nc2nnc(C(C)(C)C)c(=O)[nH]2)cc1 is listed as /	93	20	45	94	97	92	95	-7	95	-31
# COc1ccc(C2C(C(=O)N3CCCCC3)CCC(=O)N2c2cc(OC)c(OC)c(OC)c2)cc1 (centres undefined) is listed as /	105	32	21	103	111	103	103	-12	103	3

# Next section.
# Every second line gives: Pf gamet viab	Cdc42 wt GTP	Avidin fluor	GSH fluor	Rab2 wt GTP	Rac1 wt modul	Rab7 wt modul	Rac1 mut GTP	Mcl1-Noxa inh	HRas wt GTP	Mcl1-Bid inh
N#Cc1c(Cl)nc(SCc2ccccc2)nc1-c1ccccc1
→ /	101	11	23	99	102	98	95	32	101	34
COc1cc(C(=O)Nc2nc(C)c(Cc3ccc4c(c3)OCO4)s2)cc(OC)c1OC
→ -1	95	2	8	96	100	96	97	-3	99	1
CN=C(Nc1ccccc1OC)SC1CC(=O)N(c2ccc(C(=O)OC)cc2)C1=O (centres undefined)
→ 2	98	12	36	95	101	96	95	13	98	14
Cc1onc(-c2ccccc2)c1C(=O)Nc1sc2c(c1C#N)CCC2
→ /	99	20	20	98	101	97	95	32	99	-30
Cn1cnc([N+](=O)[O-])c1S(=O)(=O)c1ccc(Cl)cc1
→ -26	93	13	24	97	101	95	93	12	98	3
O=C(Nc1ccc(Cl)cc1)/C(=C/c1ccc([N+](=O)[O-])cc1)c1nc2ccccc2s1
→ /	97	10	16	96	97	98	94	11	97	-37
Cc1csc(N)n1
→ /	103	8	20	101	98	96	100	7	98	-17
Cc1cnc(NC(=O)CSc2nnc(C)s2)s1
→ -13	?	5	19	?	?	?	?	16	?	-7
COC(=O)Cc1ccc(N(Cc2ccccc2F)S(=O)(=O)c2ccc(Br)cc2)cc1
→ -7	102	4	23	101	106	104	97	32	102	4
CC(C)=CCCC(C)NC(=O)NC1CCCCC1 (centres undefined)
→ /	99	/	20	92	97	94	96	12	97	-16
COc1ccc2cc(C(=O)C3CCCN(C(=O)CSc4nnc(C)o4)C3)ccc2c1 (centres undefined)
→ /	96	9	9	96	96	95	95	-4	96	-12
Cc1ccc(NC(=O)CSCc2c(C)noc2C)cc1C
→ -15	103	3	48	103	104	100	101	7	103	10
COC(=O)c1cc(Cl)nc2ccccc12
→ /	98	6	22	99	95	101	95	-2	98	-19
O=C(Nc1cc(C(F)(F)F)ccc1N1CCOCC1)C1Cc2ccccc2CN1C(=O)c1ccco1 (centres undefined)
→ /	97	8	13	100	103	100	97	11	98	-14
OCCC1CN(Cc2cnc(-c3ccccc3)s2)CCN1C1CCCC1 (centres undefined)
→ -8	101	10	15	97	101	97	97	16	96	-22
O=C(Nc1ccc(NC(=O)c2ccco2)cc1)c1ccc2c(c1)OCCO2
→ 14	102	8	19	99	97	104	97	14	100	-32
O=[N+]([O-])c1ccc(Cl)c(/C=N/N2CCN(Cc3ccccc3Cl)CC2)c1
→ -27	100	8	9	99	103	103	97	10	103	-43
CCOC(=O)CC(=O)CSc1nc2nc(C)cc(C)n2n1
→ /	105	20	24	102	108	100	103	1	103	-3
O=C1c2ccccc2C(=O)N1CCC(=O)N1CCCc2ccccc21
→ /	101	12	15	102	102	103	100	-13	102	-12
COc1cccc(C(=O)NC(=O)Nc2cc(C)on2)c1
→ -3	98	7	11	100	106	103	100	-2	101	0
CC1CCCCC1NC(=O)COC(=O)c1ccc(S(=O)(=O)NCc2ccco2)cc1 (centres undefined)
→ 14	95	13	13	95	92	97	95	5	96	-13
O=C(C(=O)N1CCN(c2ccccc2F)CC1)c1c[nH]c2ccccc12
→ -13	95	10	14	96	97	102	98	20	97	2
Cc1cccc(NC(=S)N/N=C/c2cccc([N+](=O)[O-])c2)c1
→ /	100	32	18	99	95	99	95	14	101	-18
COc1cc(Cl)c(C)cc1NC(=O)c1ccc(NS(=O)(=O)c2ccc(F)c(F)c2)cc1
→ /	?	12	17	?	?	?	?	12	?	-40
Cc1noc(C)c1COC(=O)COc1cccc2c1OC(C)(C)C2
→ -11	100	19	7	98	99	100	98	-3	100	-27
O=C(Nc1nnc(SCc2ccc(Cl)cc2Cl)s1)C1COc2ccccc2O1 (centres undefined)
→ 9	98	9	8	94	98	92	98	4	97	-8
O=C(O)CCn1c(=S)oc2ccccc21
→ /	101	7	28	101	107	105	99	8	102	-2
CC(=O)NC(=S)Nc1ccc(-c2nc3ccc(C)cc3s2)cc1
→ 0	106	10	10	102	103	100	101	6	103	-37

# Four compounds already listed, arranged by the value under Mcl1-Noxa inh, ascending.
canonical_smiles	Cdc42 wt GTP	Avidin fluor	GSH fluor	Rab2 wt GTP	Rac1 wt modul	Rab7 wt modul	Rac1 mut GTP	Mcl1-Noxa inh	HRas wt GTP	Mcl1-Bid inh
Cc1noc(C)c1COC(=O)COc1cccc2c1OC(C)(C)C2	100	19	7	98	99	100	98	-3	100	-27
CCOC(=O)CC(=O)CSc1nc2nc(C)cc(C)n2n1	105	20	24	102	108	100	103	1	103	-3
CC1CCCCC1NC(=O)COC(=O)c1ccc(S(=O)(=O)NCc2ccco2)cc1 (centres undefined)	95	13	13	95	92	97	95	5	96	-13
OCCC1CN(Cc2cnc(-c3ccccc3)s2)CCN1C1CCCC1 (centres undefined)	101	10	15	97	101	97	97	16	96	-22
